# Compound activity deposited in PubChem BioAssay by several laboratories.
# CIT2 TOR yeast = alters CIT2-GFP fluorescence in TOR pathway yeast screen; S. cerevisiae CIT2-GFP strain, flow cytometry, 3 h; 100 means same as DMSO wells; GFP response vs DMSO, % at 10 µM; 320,000 compounds, 0.065% hits; AID 2029;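 active = GFP response relative to DMSO above a set limit, near the screen mean plus 3 SD, cut at about 150% in these data; inconclusive = Fewer than 70 cells measured for a yeast strain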;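 note: ratio of well median GFP fluorescence to mean of DMSO wells on the plate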
# GRK2 inh = human GRK2 inhibition via aptamer displacement | AID 488847 | 330,000 compounds, 0.59% hits | bead flow cytometry, FAM-aptamer displacement from GRK2 | P25098 | inhibition of aptamer binding, % at 10 µM;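 active = inhibition of aptamer binding above 40%, roughly 3 SD of noise, on plates passing a quality check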;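 note: median bead fluorescence of bound FAM aptamer so fluorescent compounds give negative values; no value below 0 was filed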
# Target sequence (P25098 whole entry, looked up): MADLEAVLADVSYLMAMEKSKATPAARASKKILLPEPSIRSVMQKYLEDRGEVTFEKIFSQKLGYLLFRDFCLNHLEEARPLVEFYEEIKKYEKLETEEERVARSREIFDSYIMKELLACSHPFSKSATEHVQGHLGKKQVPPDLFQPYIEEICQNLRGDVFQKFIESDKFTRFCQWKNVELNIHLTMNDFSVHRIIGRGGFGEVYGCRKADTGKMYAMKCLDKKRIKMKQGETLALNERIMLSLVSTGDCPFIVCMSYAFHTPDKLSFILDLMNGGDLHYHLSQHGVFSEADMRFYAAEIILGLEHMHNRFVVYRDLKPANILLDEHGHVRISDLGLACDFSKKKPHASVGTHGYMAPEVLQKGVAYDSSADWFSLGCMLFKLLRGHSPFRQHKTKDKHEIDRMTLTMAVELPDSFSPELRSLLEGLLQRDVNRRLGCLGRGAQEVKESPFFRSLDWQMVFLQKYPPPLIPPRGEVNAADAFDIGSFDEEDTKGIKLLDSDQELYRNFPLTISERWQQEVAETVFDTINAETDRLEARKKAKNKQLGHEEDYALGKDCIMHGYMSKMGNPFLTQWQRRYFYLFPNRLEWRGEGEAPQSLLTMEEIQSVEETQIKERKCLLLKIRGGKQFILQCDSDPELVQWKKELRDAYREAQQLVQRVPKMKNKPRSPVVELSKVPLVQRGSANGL
# RPL19A TOR yeast = yeast TOR pathway RPL19A-GFP modulation; S. cerevisiae RPL19A-GFP strain, flow cytometry, 3 h; hits give low values; percent response vs DMSO, % at 10 µM; 330,000 compounds, 0.3% hits;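 active = percent response vs DMSO below 50%; inconclusive = fewer than 70 events counted for the yeast strain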;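 note: median channel GFP fluorescence of the barcoded RPL19A-GFP strain; ratio of sample median GFP to plate DMSO average so 100% = DMSO; lower means less RPL19A-GFP as with rapamycin TOR inhibition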
# MEP2 TOR yeast = modulators of TOR pathway MEP2-GFP in S. cerevisiae; S. cerevisiae MEP2-GFP strain, flow cytometry GFP, 3 h; 100% = DMSO control level; 330,000 compounds, 0.51% hits; GFP response vs DMSO, % at 10 µM;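 active = GFP response versus DMSO above a set limit, roughly screen mean plus 3 SD, cut at about 180% in these data; inconclusive = fewer than 70 cells counted for a yeast strain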;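 note: median GFP fluorescence of the barcode-gated MEP2-GFP cells per well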
# AGP1 TOR yeast = modulators of TOR pathway AGP1-GFP in S. cerevisiae | S. cerevisiae AGP1-GFP multiplex flow cytometry, 3 h; GFP as percent of DMSO wells | GFP response vs DMSO, % at 10 µM | 320,000 compounds, 0.02% hits | AID 2066;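 active = GFP response relative to DMSO above a set limit, near screen average plus 3 SD, cut at about 150% in these data; inconclusive = fewer than 70 cells counted for the yeast strain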;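 note: median GFP channel fluorescence of the gated AGP1 strain per well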
# JMJD2C inh = blocks human GASC-1 demethylase activity; GST-JMJD2C(1-420) H3K9me3 demethylation, DELFIA europium; inhibition, % at 2.35 µM; 330,000 compounds, 0.069% hits; AID 2099;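 active = more than half of a compound's replicate wells show inhibition beyond 50%, single wells judged on their own value; inconclusive = some, but no more than half, of replicates pass 50% inhibition; inactive = no replicate passes 50% inhibition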;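 note: signal counts dimethyl H3K9 product captured on neutravidin plate; 0% = median of DMSO wells and 100% = 0.3 times that DMSO median; strong numbers were not always called active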
# Target sequence (Q9H3R0 1-420 limits assumed): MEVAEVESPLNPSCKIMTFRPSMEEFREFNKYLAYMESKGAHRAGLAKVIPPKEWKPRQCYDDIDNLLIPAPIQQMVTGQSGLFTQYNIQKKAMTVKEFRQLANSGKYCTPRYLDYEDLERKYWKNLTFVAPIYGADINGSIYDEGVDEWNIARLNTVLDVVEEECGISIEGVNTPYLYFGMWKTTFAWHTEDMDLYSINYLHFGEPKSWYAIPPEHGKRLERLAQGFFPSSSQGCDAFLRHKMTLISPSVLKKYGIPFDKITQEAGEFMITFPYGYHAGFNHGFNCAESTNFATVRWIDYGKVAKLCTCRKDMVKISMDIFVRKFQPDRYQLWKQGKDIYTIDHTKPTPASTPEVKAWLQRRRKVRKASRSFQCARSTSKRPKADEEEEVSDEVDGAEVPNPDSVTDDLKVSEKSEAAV
# VLA-4 inh = inhibition in a human VLA-4 binding assay; VLA-4 expressing cells, ligand binding flow cytometry; inhibition, % (about 7 µM as worked out from the volumes in the protocol); P13612; AID 2557; 330,000 compounds, 0.2% hits; in the data active = inhibition above about 50%
# LAP4 TOR yeast = alters LAP4-GFP fluorescence in TOR pathway yeast screen | S. cerevisiae LAP4-GFP multiplex, flow cytometry GFP, 3 h; median GFP as percent of DMSO wells | GFP response vs DMSO, % at 10 µM | 320,000 compounds, 0.34% hits;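 active = GFP response vs DMSO above a set limit, about the screen mean plus 3 SD, cut at about 150% in these data; inconclusive = under 70 cell events counted for the yeast strain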
# The depositor's hits bear a star; ? = inconclusive; · = no result given.
SMILES,CIT2 TOR yeast,GRK2 inh,RPL19A TOR yeast,MEP2 TOR yeast,AGP1 TOR yeast,JMJD2C inh,VLA-4 inh,LAP4 TOR yeast
CC(=O)c1ccc(NC(=O)C(NC(=O)c2ccccc2)=C(C)C)cc1,92.6,0.0,96.7,91.6,95.4,1.5,2.8,105.4
N#Cc1ccc(C23CC4(C2)[C@H](CN(Cc2ccc(-c5ccccc5)cc2)[C@@H]4c2ccccc2)C3c2ccc(Cl)nc2)cc1 (stereo partly specified),102.1,0.0,98.7,97.9,92.7,-8.0,23.1,141.9
CCc1nnc(NC(=O)c2cc3ccccc3oc2=O)s1,93.8,0.0,96.7,99.0,89.4,3.5,28.6,89.6
CC(Cc1cccs1)NC(=O)Nc1ccc([N+](=O)[O-])cc1 (stereo unspecified),99.3,2.0,103.4,102.5,97.4,0.7,-9.9,96.6
CC(C)(C)NCc1cc(Br)ccc1OC1CCCC1,103.9,0.0,98.8,111.5,101.5,-9.2,7.8,103.2
COc1ccc(S(=O)(=O)N2CCN(C(=O)C3CCC3)CC2)cc1,102.5,1.0,100.4,100.3,100.4,-4.0,3.1,100.0
Cc1ccc(S(=O)(=O)N2CCOCC2)cc1NC(=O)COC(=O)c1ccc(Cl)nc1,103.0,1.0,97.8,100.2,105.5,1.8,-0.9,106.4
C/C(=N\NC(=O)c1nnn(-c2nonc2N)c1CN(C)C)c1ccco1,86.9,2.0,89.5,81.4,93.4,2.5,-19.8,83.7
O=C1c2ccccc2C(Nc2ccc(S(=O)(=O)N3CCCCC3)cc2)N1Cc1ccco1 (stereo unspecified),98.8,0.0,96.8,102.0,97.9,8.3,23.8,102.4
Cc1c(/C=N/O)sc2ccccc12,81.0,0.0,96.8,96.9,96.6,-1.2,6.1,109.4
NC(=O)Cn1nnc(-c2ccccc2NC(=O)c2cnccn2)n1,87.2,7.0,94.6,96.3,92.1,2.9,-6.3,92.5
COc1ccccc1N=C1SCC(=O)N1Cc1ccco1,88.8,3.0,90.8,88.2,93.0,-12.7,-14.9,103.3
Cc1ccc(NC(=O)C2CCN(S(=O)(=O)c3cnc[nH]3)CC2)nc1,·,0.0,107.0,103.2,105.3,-3.2,-4.6,94.5
CC(Nc1ccccc1CO)C(=O)Nc1cccc(Cl)c1Cl (stereo unspecified),96.2,2.0,100.4,103.8,90.9,-10.4,-0.8,87.6
COC(=O)c1cn(C(C)C(=O)NCc2ccco2)c2ccccc12 (stereo unspecified),·,2.0,103.9,101.5,105.8,-1.5,0.5,91.2
O=C(NCCN1CCN(c2cccc(Cl)c2)CC1)C1CCCN(S(=O)(=O)c2cnc[nH]2)C1 (stereo unspecified),100.2,0.0,100.3,106.9,99.9,·,42.1,104.2
CNC(=O)c1[nH]cnc1C(=O)Nc1cccc(OC)c1,101.3,0.0,95.6,99.1,96.2,-11.9,16.8,97.3
Cc1ccc(S(=O)(=O)N(C)C)cc1NC(=O)CCc1ccccc1,97.6,0.0,96.7,99.6,98.8,-1.3,4.6,112.5
CCOC(=O)N1CCN(C(=O)c2ccc(C#CC3(O)CCCCC3)cc2)CC1,102.1,3.0,98.2,101.7,99.3,7.5,-0.4,95.8
CCN(c1cccc(C)c1)C1C(=O)c2ccccc2N1C(C)=O (stereo unspecified),101.4,2.0,103.6,113.3,97.8,-6.6,-7.4,98.5
N#Cc1ccc(-n2nnc3ccccc3c2=O)c([N+](=O)[O-])c1,98.3,0.0,98.2,104.4,95.3,-42.1,-11.9,102.8
Cc1ccc(OCCC(=O)Nc2ccc(F)c(Cl)c2)cc1,94.6,1.0,101.2,106.4,97.9,-2.4,27.3,111.7
O=c1c2c3c(sc2n(CCN2CCCCC2)c(=O)n1Cc1ccco1)CCCCC3,108.3,0.0,110.6,104.9,110.8,-2.1,-4.5,116.5
C=CCn1ccc2c([N+](=O)[O-])cccc2c1=O,89.0,2.0,96.9,94.2,89.4,9.1,-0.7,90.4
COc1ccccc1C(=O)N1CCN=C1SCc1cccnc1,102.4,2.0,108.8,106.0,109.6,2.0,-5.1,97.7

# The list goes on, overlapping the part above by 2 compounds.
SMILES,CIT2 TOR yeast,GRK2 inh,RPL19A TOR yeast,MEP2 TOR yeast,AGP1 TOR yeast,JMJD2C inh,VLA-4 inh,LAP4 TOR yeast
C=CCn1ccc2c([N+](=O)[O-])cccc2c1=O,89.0,2.0,96.9,94.2,89.4,9.1,-0.7,90.4
COc1ccccc1C(=O)N1CCN=C1SCc1cccnc1,102.4,2.0,108.8,106.0,109.6,2.0,-5.1,97.7
CCOC(=O)CC1=C(C(=O)OCC)C(c2ccc(C)o2)C(C#N)=C(N)O1 (stereo unspecified),96.5,4.0,90.5,94.8,94.9,0.4,13.1,89.8
COc1ccc(CCn2c(C)c(C(C)=O)c3cc(OC(=O)c4ccco4)ccc32)cc1OC,75.5,1.0,93.2,95.8,94.5,-1.2,7.5,91.5
COC(=O)CC/C(O)=C1/C(=N)CC(C)(C)CC1=O,·,2.0,102.6,99.2,103.3,-0.1,-14.2,89.3
O=c1ccnc(SCn2nnc3ccccc3c2=O)[nH]1,109.0,0.0,102.4,106.3,107.6,-4.8,-14.7,105.6
Cc1ccc(Cl)cc1N1CCN(S(=O)(=O)c2ccc3[nH]c(=O)c(=O)[nH]c3c2)CC1,112.4,10.0,102.3,115.6,104.9,-2.4,4.1,110.1
CCC(C)[C@H](NC(=O)[C@@H]1CSC2c3ccccc3C(=O)N21)C(=O)NCc1ccncc1 (stereo partly specified),103.2,2.0,99.5,101.7,97.7,17.1,5.5,91.6
CC1=NN(c2ccccc2)C(=O)C1=C(C)C,102.5,7.0,105.7,103.1,100.5,-2.0,5.0,79.5
O=C(CSc1ccc2c(c1)OCCO2)Nc1ncc(Cl)cc1Cl,101.3,1.0,94.0,95.2,93.5,-18.8,-4.4,102.3
COc1cc(CN2CCC(C(=O)NCC(C)(C)CN(C)C)CC2)ccc1OCc1ccccc1,106.4,0.0,105.4,100.9,100.0,-2.2,0.0,90.1
c1csc(-c2nnc(COc3ncnc4sccc34)o2)c1,102.7,0.0,98.8,98.6,109.3,4.8,0.8,107.3
N#CC1=C(N)N2C(=C(C#N)C13CCCCC3)SC1CCCCC12O (stereo unspecified),103.9,1.0,101.4,100.0,103.7,32.7,-27.8,102.2
CC(C)NC(=O)CSCc1ccccc1Cl,88.8,5.0,101.8,101.5,102.6,-1.9,-6.0,102.9
CCc1cc(=O)oc2c(C)c(OCC(=O)NCCCn3ccnc3)ccc12,105.2,0.0,104.3,101.7,103.0,15.9,0.2,91.5
Cc1cc(-c2nnc(SCC(=O)c3ccc(F)cc3)o2)no1,118.1,1.0,105.2,109.9,107.5,4.9,-5.6,97.4
Cn1c(CN2CCCCC2)c(C#N)c2ccccc21,105.7,7.0,·,105.4,105.9,3.5,4.1,103.7
CCC(C)N(C(=O)CSc1nc(C)nc2ccccc12)C1CCS(=O)(=O)C1 (stereo unspecified),99.2,0.0,99.6,102.2,100.4,-3.4,-12.9,104.2
Cc1cc(C(=O)N/N=C/c2cccc(Cl)c2Cl)no1,89.9,0.0,95.8,95.9,97.8,-16.2,4.2,·
COC(=O)c1ccccc1NC(=O)CNC(=O)c1ccc(OC)cc1,98.2,0.0,97.1,96.8,99.5,0.8,9.7,108.8
Cc1nn(CC(=O)NCCCN2CCN(Cc3ccccc3)CC2)c(=O)c2cc(-c3ccccc3)nn12,99.5,0.0,97.5,122.0,98.2,-2.3,3.3,111.3
Cc1cc(C=O)c(C)n1-c1ccc(NC2CCCCC2)c([N+](=O)[O-])c1,96.2,7.0,104.1,101.4,98.1,17.5,-6.6,121.8
Cc1nc(SC(C)C(=O)NCC2CCCO2)c2cc(-c3ccccc3)sc2n1 (stereo unspecified),92.2,0.0,100.2,99.7,101.0,0.3,3.3,100.1
Cc1cc(C(=O)Cn2ncc(Cl)c(Cl)c2=O)c(C)n1CC(F)(F)F,92.7,4.0,96.4,99.6,94.3,-14.2,21.1,91.6
CCc1nnc(NS(=O)(=O)c2ccc(NC(=O)Nc3ccc(OC)cc3)cc2)s1,104.5,7.0,107.4,112.0,103.4,-6.6,2.0,93.4
COCCN1C=C2C(=O)C(C)(OC(=O)CCC(=O)OC)C(=O)C=C2C=C1C1CC1 (stereo unspecified),86.6,4.0,98.2,95.5,84.6,10.6,14.1,123.4
COc1ccc(CNC(=O)CCSCc2cccc(Cl)c2)c(OC)c1,94.9,5.0,98.5,97.2,102.7,3.3,9.8,99.3
SMILES,CIT2 TOR yeast,GRK2 inh,RPL19A TOR yeast,MEP2 TOR yeast,AGP1 TOR yeast,JMJD2C inh,VLA-4 inh,LAP4 TOR yeast
Cc1ccccc1OCC(=O)OCC(=O)NCc1cccs1,95.9,0.0,93.9,108.3,104.5,0.9,-7.3,121.3
Cc1ccc(C(=O)NCC(=O)OCC(=O)Nc2ccccc2[N+](=O)[O-])cc1,109.3,3.0,110.2,111.6,105.8,1.7,-3.0,96.3
COc1ccc(CN(Cc2ccccn2)C(=O)CN2C(=O)COc3ccccc32)cc1,·,0.0,104.2,103.1,104.9,4.4,-8.1,96.8
O=C(CN1C(=O)NC2(CCCC2)C1=O)Nc1cc(Cl)ccc1N1CCCCC1,89.2,2.0,84.7,88.6,77.8,13.1,1.4,86.2
Cc1cccc(NS(=O)(=O)c2ccc(C)c(C(=O)N(C)C)c2)c1,95.5,3.0,100.6,100.7,95.7,5.8,0.0,101.0
Cc1cc(C)cc(-n2nnc(C(=O)NCc3ccccc3Cl)c2N)c1,92.8,0.0,96.3,99.9,99.5,7.6,0.8,95.1
Cc1nnc(SC(C)C(=O)N2CCc3ccccc32)s1 (stereo unspecified),104.8,2.0,96.6,98.3,104.2,-1.0,-0.7,101.5
COc1ccc(C2CC(c3ccccc3)=NN2C(=O)COC(=O)c2cccc(O)c2)cc1 (stereo unspecified),105.0,2.0,95.2,103.3,100.1,1.6,1.1,96.3
C=CCn1c(O)c(N=NC(=O)CNC(=O)c2cccs2)c2ccccc21,110.8,1.0,108.8,104.5,98.5,-15.6,9.7,90.5
Cc1cc(=O)n2nc(N3CCC(C(=O)NCc4ccc(F)cc4)CC3)sc2n1,103.8,35.0,100.6,106.5,98.3,1.5,6.9,95.4
COC(=O)CCCC1=CC2=C(c3ccccc3)C(=O)C(C)(OC(=O)C3CCCC3)C(=O)C2=CN1CCc1c[nH]c2ccccc12 (stereo unspecified),66.6,17.0,97.0,93.7,74.1,13.6,6.8,101.6
Cc1cccc(-n2ccnc2SCC(=O)Nc2nccs2)c1C,110.2,7.0,100.3,103.2,106.5,0.0,-13.5,96.3
COC(=O)[C@]1(CC(C)C)N[C@H](c2ccc(-c3ccc(Cl)c(Cl)c3)cc2)[C@@H]2C(=O)N(C)C(=O)[C@@H]21,98.5,1.0,100.2,99.2,89.4,?,3.7,130.3
Cc1ccc(S(=O)(=O)N(CC(=O)NCc2ccco2)c2ccccc2C)cc1,98.5,0.0,101.4,96.7,100.7,-11.8,5.8,96.1
O=C(CSc1nnc(C2COc3ccccc3O2)o1)N1CCCCC1 (stereo unspecified),100.5,0.0,93.8,99.8,95.5,-6.1,3.6,99.2
Cc1cccc(C)c1NC(=O)CN(C)C(=O)CN1C(=O)NC2(CCCC2)C1=O,107.9,0.0,103.3,102.7,109.4,0.0,0.3,109.2
